Compound activity from PubChem.
POLI inh: inhibitors of human DNA polymerase iota. Q9UNA4. Pol iota fluorescent replication assay, 10 min. Potency, µM (doses to about 115 µM), inactives show top-dose activity, negative = inhibition, usual class: inhibitors. 390,000 compounds, 1% hits. AID 588590; also: potency is read from the fitted curve at half-maximal effect
Target sequence (Q9UNA4 whole entry, looked up): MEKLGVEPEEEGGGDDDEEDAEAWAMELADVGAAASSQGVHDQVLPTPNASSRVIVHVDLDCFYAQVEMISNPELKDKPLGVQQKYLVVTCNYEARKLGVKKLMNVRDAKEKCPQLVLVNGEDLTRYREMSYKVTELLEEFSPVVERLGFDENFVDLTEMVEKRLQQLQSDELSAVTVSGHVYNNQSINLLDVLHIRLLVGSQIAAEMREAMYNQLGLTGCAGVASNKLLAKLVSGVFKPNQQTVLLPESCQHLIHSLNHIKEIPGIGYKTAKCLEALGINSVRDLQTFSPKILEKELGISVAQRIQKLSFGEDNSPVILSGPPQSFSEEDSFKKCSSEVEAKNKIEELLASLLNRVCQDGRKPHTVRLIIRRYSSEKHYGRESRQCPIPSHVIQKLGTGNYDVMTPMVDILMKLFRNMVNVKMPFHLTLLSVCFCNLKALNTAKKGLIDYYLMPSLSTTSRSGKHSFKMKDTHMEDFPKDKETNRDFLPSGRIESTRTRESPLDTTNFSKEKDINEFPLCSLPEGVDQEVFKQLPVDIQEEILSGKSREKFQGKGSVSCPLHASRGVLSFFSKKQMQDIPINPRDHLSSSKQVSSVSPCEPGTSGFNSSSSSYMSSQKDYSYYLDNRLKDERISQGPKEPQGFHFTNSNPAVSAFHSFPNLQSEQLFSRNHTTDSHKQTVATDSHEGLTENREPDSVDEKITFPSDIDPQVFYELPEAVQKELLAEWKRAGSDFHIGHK
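Pol iota at 10 nM preincubated 15 min with compounds at room temperature; reaction started with fluorescent substrate, 50 nM final. Fluorescence read kinetically at 0 and 10 min; buffer-only wells as negative control.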
Apoferritin bind: candidate novel general anesthetic via apoferritin binding. P02791. apoferritin/1-aminoanthracene competitive binding, fluorescence. Potency, µM (titrated, usually from 77.5 µM), inactives show at the top dose activity change, negative = displacement, most hits filed as inhibitors. 350,000 compounds, 0.074% hits. AID 485281; also: potency is read from the fitted curve at half-maximal effect; % is scaled to controls: 0 for no effect and ±100 for the full control effect; nearly all actives have a fitted effect of over 20% in size
Target sequence (P02791 2-175 limits assumed): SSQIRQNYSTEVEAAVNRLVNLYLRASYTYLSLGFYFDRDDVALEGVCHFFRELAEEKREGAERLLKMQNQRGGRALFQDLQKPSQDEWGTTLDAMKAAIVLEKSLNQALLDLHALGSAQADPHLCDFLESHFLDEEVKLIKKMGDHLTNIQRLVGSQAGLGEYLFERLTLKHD
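Probe: 1-aminoanthracene (50% saturated, PBS). Protein: horse-spleen apoferritin, 10 uM. Incubation: 10 min, room temperature. Detection: 380 nm excitation, 535 nm emission. Analysis: normalized response, four-parameter Hill.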
RXFP1 antag: RXFP1 (human) relaxin receptor antagonism | Q9HBX9 | HEK293-RXFP1, relaxin-stimulated cAMP HTRF, 30 min; stronger effect = lower value | activity change, negative = inhibition, % at 57.5 µM | 350,000 compounds, 0.59% hits | AID 1259400;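 active = activity change of -60% or lower, but not beyond a set lower limit; inconclusive = change between -60% and -40%, or beyond the set limit; inactive = change above -40%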; also: % is scaled to controls: 0 for no effect and ±100 for the full control effect
Pol kappa inh: blocks human DNA polymerase kappa activity | Q9UBT6 | purified Pol kappa, fluorescent DNA synthesis assay, 10 min | 400,000 compounds, 0.53% hits | Potency, µM (series often up to 107 µM), inactives show at the top dose activity, negative = inhibition, hits mostly inhibitors; also: potency is read from the fitted curve at half-maximal effect; % is scaled to controls: 0 for no effect and ±100 for the full control effect
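Enzyme at 10 nM met test compounds for 15 min at room temperature. Substrate addition (50 nM final) began the reaction, which was monitored by fluorescence at 0 and 10 min.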
BLM inh: Bloom syndrome helicase (human) inhibition; Potency, µM (series often up to 56.1 µM), inactives show at the highest dose activity change, negative = inhibition, most hits filed as inhibitors; P54132; 350,000 compounds, 0.2% hits; recombinant BLM DNA unwinding, fluorescence dequenching;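 also: potency is read from the fitted curve at half-maximal effect; plate controls were vehicle for no effect and no enzyme for full effect; nearly all actives have a fitted effect of over 35% in size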
Tb PGK inh: blocks T. brucei phosphoglycerate kinase; 380,000 compounds, 0.043% hits; PGK/GAPDH coupled, Kinase-Glo luminescence, 60 min; P07378; Potency, µM (top dose mostly 57.5 µM), without a hit: top-dose activity change, negative = inhibition, hits mostly inhibitors; also: potency is read from the fitted curve at half-maximal effect; % is scaled to controls: 0 for no effect and ±100 for the full control effect; nearly all actives have a fitted effect of over 60% in size
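Luminescent ATP detection (Kinase-Glo Plus) follows a 60-minute room-temperature incubation, with wells lacking PGK as controls. Buffer: 100 mM TEA (pH 7.6), 5 mM MgCl2, 0.01% Tween-20. Coupling enzyme GAPDH (100 nM final) supplies unstable 1,3-BPG in-well.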
APEX1 inh: blocks human APE1 abasic DNA cleavage; recombinant APE1, TAMRA/BHQ-2 abasic DNA cleavage fluorescence; Potency, µM (titrated, usually from 65.8 µM), for the others: at the highest dose activity change, negative = inhibition, usual class: inhibitors; 350,000 compounds, 0.35% hits;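 also: potency is read from the fitted curve at half-maximal effect; plate controls were vehicle for no effect and reference inhibitor for full effect; nearly all actives have a fitted effect of over 55% in size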
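Readout is kinetic fluorescence (ex 525, em 598 nm) from cleavage of 50 nM TAMRA/BHQ-2 THF abasic duplex by 0.75 nM APE1, compound added 15 min beforehand at RT.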
POLB inh: inhibitors of human DNA polymerase beta | AID 485314 | P06746 | 340,000 compounds, 1.3% hits | Pol beta primer extension/strand displacement, fluorescence kinetic | Potency, µM (highest dose often 114 µM), for inactives: at the top dose activity change, negative = inhibition, usual class: inhibitors; also: potency is read from the fitted curve at half-maximal effect; % is scaled to controls: 0 for no effect and ±100 for the full control effect
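Pol beta (10 nM) and compounds were preincubated 15 min at room temperature, then 50 nM substrate (final) started primer extension/strand displacement. Reads were taken at 0 and 10 min; concentration-response data were fitted to a four-parameter Hill equation.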
Pol eta inh: DNA polymerase eta (human) inhibition; Potency, µM (highest dose often 114 µM), for the others: at the top dose activity change, negative = inhibition, hits mostly inhibitors; 390,000 compounds, 1.2% hits; recombinant Pol eta, fluorescent DNA replication assay; Q9Y253; also: potency is read from the fitted curve at half-maximal effect; % is scaled to controls: 0 for no effect and ±100 for the full control effect
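Pol eta (10 nM) was preincubated with compounds for 15 min at room temperature, after which fluorescent replication substrate (50 nM final) was added to start the reaction. Fluorescence was read kinetically at 0 and 10 min.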
Starred values were filed as active, the others as inactive; i = inactive; u = inconclusive; x = not tested or not shown; & = joins results of further samples; [ ] = remark or other dose. Unless noted, calls follow the shape of the dose curve; as a rule, active = well fitted curve in the direction sought with a large enough effect; inconclusive = small, poorly fitted or top-dose-only effect, or another doubt; inactive = no such curve, though single readings can be large; an effect the other way counts as inactive or inconclusive. The list is partial; the hit share may differ from the screen's.

SMILES	POLI inh	Apoferritin bind	RXFP1 antag	Pol kappa inh	BLM inh	Tb PGK inh	APEX1 inh	POLB inh	Pol eta inh
Cn1c(SCC(=O)c2ccccc2)nnc1-c1ccco1	26%	-4%	-11	-1%	2%	-3%	0%	-23%	0%
COc1ccc(N2CCN(Cc3cc(=O)oc4cc(C)c(Cl)cc34)CC2)cc1	-5%	1%	2	10%	-2%	i	-8%	1%	-5%
Cc1ccccc1C(=O)NC(=S)NCCN1CCOCC1	16%	7%	8	0%	3%	-10%	16%	15%	-9%
COc1ccc(OC)c(N(CC(=O)Nc2ccccc2F)S(=O)(=O)c2ccccc2)c1	-18%[58.9 µM]	x	-1	-6%	x	-9%	x	x	u
Cc1ccc(C)c(NC(=O)c2ccc3ccccc3n2)c1	5%	-14%	-2	-16%	-2%	-14%	0%	4%	1%
COc1ccc(OC)c(C2N(c3cc(C)on3)C(=O)C3CCCN32)c1 (stereo not given)	1%	-8%	-2	-4%	-1%	1%	-4%	2%	0%
O=C1c2cccc([N+](=O)[O-])c2C(=O)N1c1c[nH]c(=O)[nH]c1=O	u	-1%	-8	-1%	-13%	-11%	10%	15%	-8%
CCCSCCCNC(=O)CN1C(=O)COc2ccc(S(=O)(=O)N3CCCCCC3)cc21	9%	-6%	x	-14%	-3%	3%	x	9%	-17%
COCCCNc1nc(N)c([N+](=O)[O-])c(Nc2cc(OC)ccc2OC)n1	52%[activator]	5%	-17	-11%	-12%	-5%	1%	3%	6%
COc1ccc(Cl)cc1NC(=O)CSc1nc(=O)n(CCN(C)C)c2c1CCCC2	27%	x	-18	0%	x	i	7%	x	-3%
O=C(OCC1CC(c2ccccc2)=NO1)c1ccc(Br)cc1 (stereo not given)	238%[activator]	23%	4	-13%	2%	-4%	-3%	-10%	-6%
CCc1cccc(NC(=O)c2cccc3c2C(=O)N(CC2CCCO2)C3)c1 (stereo not given)	5%	u	-6	-13%	-9%	-5%	-17%	u	-16%
O=C(Nc1ccc(Br)cc1)c1cccnc1N1CCOCC1	16%	-5%	-2	3%	-3%	-5%	-2%	40%	-5%
COc1cccc(NC(=O)c2ccccc2N(Cc2ccccc2)S(C)(=O)=O)c1	23%	-14%	0	4%	-4%	-3%	7%	22%	-15%
CC1CN(C(=S)Nc2ccc(SC(F)F)cc2)CC(C)O1 (stereo not given)	44%[activator]	3%	0	-4%	-3%	-7%	23%	14%	-29%
Cc1ccc(S(=O)(=O)c2cn(Cc3ccccc3)c3cc(N4CCOCC4)c(F)cc3c2=O)cc1	21%	-5%	-20	-5%	-8%	-2%	x	9%	-21%
Cc1cc(O)c(Oc2cc(C)cc(O)c2O)c(O)c1	40µM*	u	x	22µM*	-4%	-15%	10µM*	3.5µM*	22µM*
COCCCNC(=S)NCCNc1nc2c(C)c(C)ccc2cc1C#N	96%[activator]	2%	-1	-10%	0%	3%	6%	9%	-18%
CC(C)[C@H](NC(=O)N1CCn2c1nc1ccccc12)C(=O)N[C@@H](Cc1ccccc1)C(=O)O	39%[activator]	-8%	x	-3%	-1%	i	11%	8%	-17%
O=C(O)c1cccc(CN2C(=O)SC(Nc3cccc4ccccc34)C2=O)c1 (stereo not given)	117%[activator]	-10%	-26	-4%	-4%	-9%	0%	-17%	-5%
Cc1ccc(Cl)cc1NC(=O)Cn1cc2c(n1)CCCCC2	-2%	-15%	-10	2%	-2%	-10%	x	40%	-1%
COc1ccc(C(=O)COC(=O)CN2C(=O)C3C4C=CC(C4)C3C2=O)cc1 (stereo not given)	-2%	u	-2	0%	-1%	i	-3%	1%	-13%
O=C(Nc1cccc(NC(=O)c2cccs2)c1)c1ccc([N+](=O)[O-])o1	u	u	15	-15%	-2%	0%	-3%	-1%	4%
COc1ccccc1NS(=O)(=O)c1cc(C(=O)N2CCCC2)ccc1C	2%	x	-5	-15%	x	-3%	8%	x	-10%
Cc1ccc(-c2ccc(=O)n(CCC(=O)N3CCN(c4ccccc4)CC3)n2)cc1	19%	0%	-2	-4%	-1%	-9%	-4%	-18%	2%
CCc1ccccc1N(C)S(=O)(=O)c1cc(-c2cc(C)no2)ccc1OC	15%	-5%	-11	-2%	-14%	i	15%	22%	-19%
O=C(O)COc1ccc(/C=N/NC(=O)c2ccccc2Br)cc1	-1%	-7%	-7	1%	-2%	-10%	-6%	17%	-11%
COc1cccc(C(=O)NC(=S)NCc2ccco2)c1	4%	-17%	-2	-15%	-7%	2%	6%	1%	-15%
O=c1c2ccccc2c(-c2ccccc2)nn1-c1ccc(Cl)c(Cl)c1	8%	-10%	-1	-4%	-3%	i	-4%	13%	0%
Cc1ccc(-c2nnc(-c3ccc(NC(=O)c4cccs4)cc3)o2)cc1	-17%	-6%	3	-4%	-3%	9%[11.5 µM]	-1%	-1%	-2%
CCc1nc(C)cn1S(=O)(=O)c1cc(C)c(OC)c(C)c1C	29%	-16%	-7	0%	-3%	-3%	3%	-5%	-20%
COc1ccc(OC)c(/C=N/NC(=O)CCc2n[nH]c(=O)[nH]c2=O)c1	16%	-6%	-2	-11%[60.1 µM]	-13%	4%	-5%	25%	7%
CNC(=O)C1CCC(Cn2c(=O)c3sccc3n(CC(=O)Nc3cc(C)cc(C)c3)c2=O)CC1 (stereo not given)	3%	6%	-10	6%	-6%	u	x	2%	3%
O=C(Nc1nc2ccccc2[nH]1)c1ccccc1F	21%	-5%	-3	3%	-1%	8.9µM*	-4%	19%	-17%
Cc1ccc(-c2csc3nnc(SCC(=O)NCc4ccco4)n23)cc1	5%	2%	7	-12%	-3%	-2%	-3%	8%	0%
Cc1nc2ccccc2n1CC(=O)NCCN1CCCC1	44%[activator]	-2%	4	-4%	-5%	2%	10%	2%	-13%

Structural class, the entries above containing two or more sulfur atoms
SMILES	POLI inh	Apoferritin bind	RXFP1 antag	Pol kappa inh	BLM inh	Tb PGK inh	APEX1 inh	POLB inh	Pol eta inh
CCCSCCCNC(=O)CN1C(=O)COc2ccc(S(=O)(=O)N3CCCCCC3)cc21	9%	-6%	x	-14%	-3%	3%	x	9%	-17%
CC1CN(C(=S)Nc2ccc(SC(F)F)cc2)CC(C)O1 (stereo not given)	44%[activator]	3%	0	-4%	-3%	-7%	23%	14%	-29%
Cc1ccc(-c2csc3nnc(SCC(=O)NCc4ccco4)n23)cc1	5%	2%	7	-12%	-3%	-2%	-3%	8%	0%

The list goes on.
SMILES	POLI inh	Apoferritin bind	RXFP1 antag	Pol kappa inh	BLM inh	Tb PGK inh	APEX1 inh	POLB inh	Pol eta inh
CCSc1nc(C(F)(F)F)cc(=O)n1-c1ccccc1	13%	u	-11	-10%	-1%	0%	-2%	7%	-4%
Cc1cccc(NC(=O)CSc2nnc(-c3ccco3)n2CC2CCCO2)n1 (stereo not given)	-6%	-5%	0	-8%	-3%	-6%	23%	19%	1%
CCCC1=Nc2cc(C(=O)N3CCC(C(=O)OCC)CC3)ccc2Sc2ccccc21	u	-16%&-5%	-17	-8%&-12%	-10%&-10%	-10%&-2%	40%	-14%&-2%	-31%&-12%
CCC(Oc1ccc2c(=O)c(-c3ccccc3OC)coc2c1)C(=O)OCc1ccccc1 (stereo not given)	16%	-2%	16	-25%	-8%	-7%	12%	15%	-28%
COC(=O)c1sccc1-n1cccc1C(=O)NCc1ccccc1	12%	-13%	0	-3%	0%	-6%	-3%	4%	-15%
CCc1ccc(Cn2nnc(C(=O)Nc3cccc(C)c3)c2N)cc1	-24%	u	0	-19%	-4%	-17%	-5%	10%	-10%
O=C(Cc1ccc(Br)cc1)Nc1ccc(S(=O)(=O)NCC2CCCO2)cc1 (stereo not given)	14%	-6%	-6	-3%	-10%	i	-4%	-1%	-6%
CCN(CC)c1ccc(S(=O)(=O)N2CCOCC2)cc1NS(C)(=O)=O	36%[activator]	1%	4	-5%	-2%	20%	-2%	0%	-19%
O=C(NNC(=S)Nc1ccc(Br)cc1Cl)c1ccco1	10%	1%	-1	-1%	7%	-3%	-2%	-5%	-8%
CCOc1ccc(CCNC(=O)C(CC(C)C)N2Cc3ccccc3C2=O)cc1OCC (stereo not given)	26%	2%	-22	u	-1%	10%	x	1%	10%
Cc1ccc(-c2nc(CNC(=O)Nc3ccccc3)c(C)o2)cc1	-7%	-8%	-20	-12%[60.1 µM]	0%	8%	x	9%	-13%
CCOC(=O)C(C)n1cnc2c(nnn2-c2ccc(F)cc2)c1=O (stereo not given)	10%	-12%	3	-5%	3%	7%	-11%	16%	u
O=c1c2c3c(sc2nc2sc(CN4CCOCC4)cn12)CCCC3	-2%	4%	0	-4%	7%	-1%	-1%	-6%	-4%
COc1ccc(CC(=O)N/N=C/C=C/c2cccc([N+](=O)[O-])c2)cc1OC	23%	-23%	-19	-7%	2%	-7%	-4%	-3%	-6%
CCOC(=O)NC(c1ccccc1)C1CCCCC1=O (stereo not given)	88%[activator]	7%	0	-9%	3%	-7%	14%	2%	5%
CC(=O)NC1C(=O)N(CCN2CCOCC2)c2ccc(Cl)cc21 (stereo not given)	u	15%	-29	-16%	-11%	u	u	35%	u
Brc1cnc2nc[nH]c2c1	31%	1%	3	-1%	-1%	-1%	4%	18%	-18%
NC(=O)CC[C@H](N)C(=O)O	4%[58.9 µM]	-9%	x	-5%&-3%[60.1 µM]	1%	x	-18%&0%	15%[57.1 µM]	-6%[57.1 µM]
Cc1nc2ncnn2c(C)c1CCC(=O)NCc1ccco1	26%	-11%	3	-5%	0%	-4%	-4%	-6%	-14%
O=C(Nc1ccc2c(c1)OCO2)N1CCCc2ccccc21	10%	-8%	18	-6%	-6%	3%	1%	-17%	-2%
Cc1cc(C(=O)Nn2cnc3ccccc3c2=O)ccc1[N+](=O)[O-]	72%[activator]	-8%	-26	0%	-4%	3%	7%	17%	-5%
O=C(NC1CC1)C1=C[C@H](c2ccc(Br)cc2)C[C@H](OCc2ccc(CO)cc2)O1	15%	0%	x	7%	-2%	1%	-2%	1%	-16%
